N370S GC mod: N370S glucocerebrosidase modulation, Gaucher chaperone candidate. P04062. N370S GC spleen homogenate, 4MU-glucoside fluorescence. Potency, µM (doses to about 59.4 µM), for the others: at the highest dose activity change, negative = inhibition, most hits filed as inhibitors. actives 0.092% (n = 330,000). AID 2101;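 note: 0% = full enzyme activity and -100% = no enzyme basal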
FEN1 inhibitor: human FEN1 inhibition; Recombinant FEN1 flap cleavage, fluorescence, 15 min; Potency, µM (highest dose often 114 µM), for inactives: at the highest dose activity change, negative = inhibition, usual class: inhibitors; actives 0.35% (n = 390,000); note: nearly all actives have a fitted effect of over 65% in size
Target sequence (P39748 whole entry, looked up): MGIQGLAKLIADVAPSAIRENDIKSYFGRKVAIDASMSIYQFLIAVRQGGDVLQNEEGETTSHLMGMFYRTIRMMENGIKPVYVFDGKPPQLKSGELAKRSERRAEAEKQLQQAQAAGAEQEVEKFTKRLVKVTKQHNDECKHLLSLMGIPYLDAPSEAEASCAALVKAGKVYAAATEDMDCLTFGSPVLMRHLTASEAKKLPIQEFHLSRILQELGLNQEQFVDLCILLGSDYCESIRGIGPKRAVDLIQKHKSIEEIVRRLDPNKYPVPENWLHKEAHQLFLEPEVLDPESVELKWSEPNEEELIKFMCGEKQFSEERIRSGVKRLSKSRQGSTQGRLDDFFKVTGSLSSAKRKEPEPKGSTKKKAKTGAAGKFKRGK
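Read-out was taken twice, immediately and after 15 min, following addition of 50 nM substrate to 10 nM FEN1 that had sat with test compound for 15 min at room temperature. Curves came from a four-parameter Hill model.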
TDP1 inh: TDP1 (human) enzyme inhibition; Q9NUW8; recombinant TDP1, AlphaScreen DNA substrate cleavage; Potency, µM (series often up to 130 µM), for the others: at the top dose activity change, negative = inhibition, hits mostly inhibitors; actives 0.28% (n = 350,000); AID 485290; note: nearly all actives have a fitted effect of over 40% in size
Target sequence (Q9NUW8 whole entry, looked up): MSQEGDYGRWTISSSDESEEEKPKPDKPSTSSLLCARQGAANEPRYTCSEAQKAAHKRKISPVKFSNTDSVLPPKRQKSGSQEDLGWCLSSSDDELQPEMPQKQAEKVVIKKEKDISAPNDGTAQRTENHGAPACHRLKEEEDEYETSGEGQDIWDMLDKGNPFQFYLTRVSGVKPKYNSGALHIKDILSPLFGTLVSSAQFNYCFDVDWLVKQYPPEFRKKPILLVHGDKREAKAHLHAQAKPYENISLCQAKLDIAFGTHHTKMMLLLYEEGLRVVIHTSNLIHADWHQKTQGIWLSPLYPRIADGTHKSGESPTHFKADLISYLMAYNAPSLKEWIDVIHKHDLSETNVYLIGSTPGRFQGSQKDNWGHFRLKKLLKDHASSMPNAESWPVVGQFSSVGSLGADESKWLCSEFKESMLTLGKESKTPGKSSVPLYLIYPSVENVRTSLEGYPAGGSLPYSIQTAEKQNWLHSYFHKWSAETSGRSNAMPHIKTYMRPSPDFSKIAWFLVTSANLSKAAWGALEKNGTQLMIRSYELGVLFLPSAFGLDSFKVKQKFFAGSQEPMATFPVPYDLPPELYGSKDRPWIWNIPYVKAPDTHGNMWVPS
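Compounds were preincubated with Tdp1 (1 nM final) for 15 min at room temperature before substrate (15 nM final) started a 5 min reaction; beads (10 ug/ml final) were then added for 10 min before AlphaScreen detection.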
* marks the source's active call; other numbers are inactive results; ? = inconclusive; . = no result given; & = joins results of further samples; [ ] = another dose, or the depositor's remark. Calls come from the whole dose curve; as a rule, active = well fitted curve in the direction sought with a large enough effect; inconclusive = small, poorly fitted or top-dose-only effect, or another doubt; inactive = no such curve, though single readings can be large; an effect the other way counts as inactive or inconclusive. Unless noted, % is set by controls: 0 for no effect and ±100 for the full control effect; potency is the fitted concentration of half-maximal effect. Rows were taken by chance (roughly 0.57% active in at least one column).

FEN1 inhibitor	N370S GC mod	TDP1 inh	Compound
0%	.	0%	Oc1c(C(c2ccccc2)N2CCC(O)CC2)sc2nc(-c3ccco3)nn12 (stereo not given)
-4%	.	2%	C[C@H](CO)N1C[C@H](C)[C@@H](CN(C)S(=O)(=O)c2ccc(F)cc2)Oc2c(NS(=O)(=O)c3ccc(F)cc3)cccc2C1=O
-15%	.	-7%	CCC(Cn1nnc2ccccc2c1=O)NC(=O)Nc1cc(C)cc(C)c1 (stereo not given)
9%	-2%	-10%[0.505 µM]	CC(=O)N1CCN(C(=O)c2cc3c(s2)CCC(C)C3)CC1 (stereo not given)
-20%	3%	-6%	O=C(COC(=O)c1c2ccccc2cc2ccccc12)NCC(F)(F)F
8%	-6%	3%	Cc1ccc(CN2CCc3[nH]c(=S)[nH]c(=O)c3C2)cc1
-13%	.	6%	Cc1cccc(N2CCN(C(=O)c3cccn4c(=O)c5cc(Cl)ccc5nc34)CC2C)c1 (stereo not given)
-6%	3%	-1%	O=c1c2ccccc2n2cnnc2n1-c1ccccc1
-6%	-7%	-3%	COc1ccc(CN(C)CC(=O)NC2CCCc3ccccc32)cc1OC (stereo not given)
-4%	-21%	6%	COC(=O)c1ccc(C2C(C(=O)c3cc4ccccc4o3)=C(O)C(=O)N2c2cc(C)on2)cc1 (stereo not given)
-3%	.	3%[56.1 µM]	COc1ccc2[nH]c3c(c2c1)CCN1C(=O)C(CC(=O)NCc2cccc(C(F)(F)F)c2)C[C@H](C(=O)N2CCCCC2)[C@@]31CCc1ccccc1 (stereo not given in full)
.	7%	3%	Cc1cc2oc(=O)cc(Cn3nnc(-c4ccc(Cl)cc4)n3)c2cc1C(C)C

(list continues)
FEN1 inhibitor	N370S GC mod	TDP1 inh	Compound
-6%	-7%	-5%	O=C(NNC(=O)C1CCCCC1)c1ccco1
-9%	0%	1%	COc1ccc(CCN2C(=O)CC(NNC(=O)c3ccccc3Br)C2=O)cc1 (stereo not given)
-1%	.	1%	CC(Sc1nnc2n1CCCCC2)C(=O)Nc1ccccc1[N+](=O)[O-] (stereo not given)
-10%	-10%	10%	CCOc1ccc(N(CC(=O)NCc2ccccc2)C(=O)Cn2nnc(-c3ccc(C)o3)n2)cc1
0%	-1%	.	OCC[C@@H]1C[C@H](O)[C@@H](O)[C@]2(Cc3ccccc3CO2)O1
3%	14%	-5%	CN(C(=O)COc1ccc(Br)cc1Cl)C1CCCCC1
4%	-1%	1%	CC(C)C[C@H](NC(=O)c1nc[nH]c1C(=O)NC1CCNCC1)C(=O)OC(C)(C)C
-6%	-14%	.	CCOC(=O)C1CCN(C/C=C/c2ccccc2)CC1
1%	.	0%[56.1 µM]	COc1ccc(S(=O)(=O)N2CCN(CCOc3ccccc3Cl)CC2)cc1OC
.	1%	13%[56.1 µM]	CC(=O)SC1CC2=CC(=O)CC[C@]2(C)C2CC[C@@]3(C)[C@@H](CC[C@@]34CCC(=O)O4)C12 (stereo not given in full)
1%	-6%	8%	CC(C)(C)c1ccccc1OCC(=O)NCCC(=O)O
22%	4%	.	CCN[C@H]1C[C@H](C)S(=O)(=O)c2sc(S(N)(=O)=O)cc21

Continuation:
FEN1 inhibitor	N370S GC mod	TDP1 inh	Compound
-18%	?	.	Cc1ccc(NC(=O)COC(=O)C2CCN(c3ccc(C(F)(F)F)cn3)CC2)cc1C
9%	-4%	8%	COc1ccccc1/C=N/NC(=O)CSc1cc(C)nc2ccccc12
1%	.	0%	CCS(=O)(=O)NCCc1sc2nc(-c3ccc(OC)cc3)nn2c1C
-6%	-13%	3%	CS(=O)(=O)N(CC(=O)N1CCCCCC1)c1cccc(Cl)c1Cl
3%	1%	4%	CC(C)c1ccc(NC(=O)CN2C(=O)NC3(CCCC3)C2=O)cc1
17%	-2%	3%	Cc1cccc(C(=O)NC(C)C(c2cccs2)N2CCOCC2)c1 (stereo not given)
-2%	9%	6%	Nc1ncc(-n2cncn2)c(-c2ccccc2)n1
6%	16%	7%	O=S(=O)(Nc1ccc(C(F)(F)F)cn1)c1ccccc1
-1%	5%	0%	CCc1ccccc1NC(=O)COC(=O)C1CC(=O)N(c2ccc(F)cc2)C1 (stereo not given)
4%	.	-2%	O=C(NCCc1ccc(F)cc1)C(=O)NCC(c1ccc2c(c1)OCO2)N1CCOCC1 (stereo not given)
-8%	.	4%	COc1ccccc1NC(=O)CSC1=Nc2ccccc2C2=NC(CCC(=O)NCc3ccco3)C(=O)N12 (stereo not given)
-6%	.	10%	Cc1cc(F)ccc1NC(=O)C1CCN(C(=O)c2cnn(-c3ccccc3)c2-n2cccc2)CC1

A stretch of the results above, for reference:
FEN1 inhibitor	N370S GC mod	TDP1 inh	Compound
0%	.	0%	Oc1c(C(c2ccccc2)N2CCC(O)CC2)sc2nc(-c3ccco3)nn12 (stereo not given)
-4%	.	2%	C[C@H](CO)N1C[C@H](C)[C@@H](CN(C)S(=O)(=O)c2ccc(F)cc2)Oc2c(NS(=O)(=O)c3ccc(F)cc3)cccc2C1=O

New compounds follow
FEN1 inhibitor	N370S GC mod	TDP1 inh	Compound
5%	10%	1%	Cc1cc(C)n(C(=O)c2ccc([N+](=O)[O-])cc2N)n1
-7%	-13%	5%[0.505 µM]	O=C(CCNS(=O)(=O)c1ccccc1C(F)(F)F)N1CCN(C(c2ccccc2)c2ccccc2)CC1
2%	0%	0%	CC(=O)c1cccc(S(=O)(=O)N(Cc2cc3cc4c(cc3[nH]c2=O)OCCO4)CC2CCCO2)c1 (stereo not given)
26%	-13%	5%	Cc1cc(C(=O)N2CCN(c3ccc([N+](=O)[O-])cc3)CC2)n[nH]1
-6%&10%	-1%	2%&-2%	Cc1ccc(NS(=O)(=O)c2ccc3c(c2)n(C)c(=O)n3C)cc1C
6%	-6%	0%	O=C(Cn1[nH]c(=O)c2ccccc2c1=O)NCc1cccnc1
8%	-23%	0%	CC(=O)Nc1nc(-c2ccccc2)nc(C)c1C(C)=O
.	-7%	0%	O=C(COc1ncnc2scc(-c3ccccc3)c12)NCCN1C(=O)CSC1=O
-8%	10%	5%	COC(=O)c1ccccc1NC(=O)N[C@@H](C)C(=O)OC
.	?	6%	COc1ccc(N2C(=O)N(Cc3cccc(F)c3)c3ccccc3S2(=O)=O)cc1
-4%	10%	-2%	C=CCOc1cccc(C2C(C(=O)c3ccco3)=C(O)C(=O)N2Cc2ccncc2)c1 (stereo not given)
?	.	-13%	CC(C)CCN(Cc1ccco1)C(=O)c1cc2c(s1)-c1ccccc1OC2

The results go on:
FEN1 inhibitor	N370S GC mod	TDP1 inh	Compound
4%	.	4%	COc1ccccc1NC(=O)c1oc2ccccc2c1NC(=O)c1ccccc1C(F)(F)F
-5%	4%	1%	Cc1nn2cc(-c3ccccc3)nc2s1
5%	-19%	12%	COc1cccc(-n2cc3c(=O)n(C)c(=O)n(C)c3c2)c1
-6%	.	2%	COc1cccc(CN2C(=O)c3ccccc3Sc3ccc(C(=O)NCc4ccccc4)cc32)c1
37%[activator]	-2%	7%	CS(=O)(=O)c1ccc(Cl)c(NC(=O)COC(=O)CNC(=O)c2ccc(Br)o2)c1
21%	.	-2%	CCc1ccc(CNC(=O)C2COc3ccc(OC)cc3C2)cc1 (stereo not given)
3%	0%	8%	O=C(CN(C(=O)c1csnn1)c1ccc(F)c(Cl)c1)NCc1ccc(F)cc1
-5%	4%	5%	CC(C)(C)C1=CC(=O)C(N2CCOCC2)=CC1=O
-2%	5%	-3%	O=[N+]([O-])c1ccc(Cl)c(S(=O)(=O)N2CCCCCC2)c1
-2%	-30%	4%	COc1cc(OC)c(C2N(c3ccc(Cl)c(Cl)c3)C(=O)C3CCCN32)cc1OC (stereo not given)
18%	-5%	0%	COc1cc(C(=O)NCc2nnc(SCC(=O)NC3CCCC3)o2)cc(OC)c1OC
-6%	4%	0%	CCOc1ccccc1NS(=O)(=O)c1cccc2nsnc12

5 compounds from above, ordered by the value under TDP1 inh, low to high.
FEN1 inhibitor	N370S GC mod	TDP1 inh	Compound
18%	-5%	0%	COc1cc(C(=O)NCc2nnc(SCC(=O)NC3CCCC3)o2)cc(OC)c1OC
-5%	4%	1%	Cc1nn2cc(-c3ccccc3)nc2s1
4%	.	4%	COc1ccccc1NC(=O)c1oc2ccccc2c1NC(=O)c1ccccc1C(F)(F)F
-5%	4%	5%	CC(C)(C)C1=CC(=O)C(N2CCOCC2)=CC1=O
5%	-19%	12%	COc1cccc(-n2cc3c(=O)n(C)c(=O)n(C)c3c2)c1

Next records:
FEN1 inhibitor	N370S GC mod	TDP1 inh	Compound
5%	4%	3%	COc1ccc(-c2cc(C(F)(F)F)n3nc(C(=O)Nc4cc(C)on4)cc3n2)cc1OC
-3%	-4%	5%	COc1ccc(Br)cc1CN(C)C(=O)c1cc(Cl)c2c(c1)OCCO2
8%	-1%	2%	Cc1ccc(NS(=O)(=O)c2ccc3[nH]c(=O)[nH]c3c2)cc1
5%	-10%	11%	CCCC(C)C(=O)Nc1ccc(F)c(Cl)c1 (stereo not given)
-15%	-11%	3%	O=C(NCc1ccccn1)c1cc(-c2ccc(Br)cc2)nc2ccccc12
-5%	-12%	3%	COc1cc(C(=O)NNC(=O)CNC(=O)c2ccc(Br)o2)cc(OC)c1OC
11%	9%	6%	COc1cccc(CNC(=O)CCC2CCCN(C(=O)c3ccc(OC)o3)C2)c1 (stereo not given)
-16%	-4%	-4%	CCC(=O)NC(=S)Nc1ccc(NC(=O)c2cc3ccccc3o2)c(OC)c1
-3%	11%	10%	O=[N+]([O-])c1cc(Cl)ccc1N1CCCC1
-2%	.	-2%	Cc1cccc(Cn2c(CNS(=O)(=O)c3ccc(C(C)C)cc3)nc3cccnc32)c1
-10%	-11%	.	Cc1ccc(NC(=O)c2cc(S(=O)(=O)N3CCCC3)cn2C)cc1
-5%	-8%	2%	CCOc1ccc2nc(NC(=O)CN3CCN(CC)CC3)sc2c1

Further results follow.
FEN1 inhibitor	N370S GC mod	TDP1 inh	Compound
-1%	.	0%[12.3 µM]	Cc1ccccc1NC(=O)c1c(NC(=O)c2cccs2)sc2c1CCC(C)C2 (stereo not given)
-2%	0%	-1%	Cc1ccccc1-c1n[nH]c(=S)n1/N=C/c1c(C)nn(-c2ccccc2)c1C
1%	.	-1%	CCC1CCCCN1C(=O)Cn1c(=O)n(CC2CCC(C(=O)NC)CC2)c(=O)c2sccc21 (stereo not given)
-1%	-3%	0%	Cc1cc(C)c(C(=O)COC(=O)CNC(=O)c2ccccc2C)c(C)c1
-7%	22%	-3%	Cc1ccc(C(=O)Nc2ccccc2N2CCN(C(=O)C(C)C)CC2)cc1C
-6%	.	7%	CCOc1ccc(NCc2cccn2-c2nnc(N3CCC(C(=O)NCCc4ccc(OCC)c(OCC)c4)CC3)s2)cc1
-2%	0%	3%	CC(=O)Nc1ccc(OCC(=O)NCc2ccc3c(c2)OCO3)cc1
-1%	2%	6%	CC(=O)c1c(C)[nH]c(C(=O)OCC(=O)N2c3ccccc3NC(=O)C2(C)C)c1C
.	-5%	7%	CC(=O)N1CC=CC1(CC(C)C)C(=O)O (stereo not given)
-8%	2%	0%	COc1cccc(NC(=O)CSc2nc(C3CC3)nc3ccccc23)c1
17%	-15%	0%	Cc1ccc(NC(=O)CN(C)C(=O)c2ccc(C(F)(F)F)cc2)cc1
15%	.	1%	Cc1noc(C)c1C(=O)Nc1cccc(S(=O)(=O)N2CCCCC2)c1

Remaining list, next part:
FEN1 inhibitor	N370S GC mod	TDP1 inh	Compound
-7%	-1%	3%	COc1ccc(OC)c(NC(=O)CSc2nnc(CNC(=O)c3cc(OC)c(OC)c(OC)c3)o2)c1
3%	-2%	3%	COc1ccc(NC(=O)COc2nc3ccccc3nc2N2CCOCC2)c(OC)c1
-8%	3%	1%	CCCOc1cccc(C(=O)Nc2cccc3ncccc23)c1
7%	.	3%	Cc1ccc(NC(=O)CC2Oc3ccccc3NC2=O)cc1C (stereo not given)
-5%	5%	-8%	Oc1ccc(Cl)cc1CNCc1ccc(C(F)(F)F)cc1
-12%	3%	3%	CCOC(=O)c1cc2n(c1C)-c1ccccc1C2=O
-5%	6%	6%	CCc1nnc(NS(=O)(=O)c2ccc(NC(=O)c3cccc(Br)c3)cc2)s1
1%	-16%	.	O=C(CCN1C(=O)c2ccccc2C1=O)Nc1cccc(O)c1
1%	5%	.	Oc1ccc(Oc2ccc(Oc3ccc(O)cc3)cc2)cc1
-14%	0%	3%	COc1ccccc1Nc1ccncc1[N+](=O)[O-]
-22%	.	4%	O=C(CCC1N=C2c3ccccc3N=C(SCc3ccccc3F)N2C1=O)NCCc1ccccc1 (stereo not given)
?	26%	-15%	CCNc1ccc(Br)cc(C(=O)/C=C/c2c(Cl)cccc2Cl)c1=O

(list continues)
FEN1 inhibitor	N370S GC mod	TDP1 inh	Compound
-3%	.	-2%	Cn1nc(C(=O)OCC(=O)c2ccc(Br)cc2)c2ccccc2c1=O
0%	10%	3%	CN(C)c1ccnc(C(=O)O)c1
-3%	1%	0%	CCC1(CC)Cc2ccccc2C2=C(C(=O)N3CCCCC3)C(=O)C(=O)N21
-11%	0%	2%	O=C(c1ccccc1NS(=O)(=O)c1cccc([N+](=O)[O-])c1)N1CCOCC1

Compound activity: PubChem BioAssay, National Center for Advancing Translational Sciences (NCATS)
